Screening data as filed in PubChem.
USP1 inh – inhibitors of human USP1/UAF1 deubiquitinase; O94782; recombinant USP1/UAF1, Ub-Rhodamine cleavage fluorescence; Potency, µM (titrated, usually from 57.1 µM), without a hit: at the top dose activity change, negative = inhibition, actives largely listed as inhibitors; hit rate 0.23% among 390,000; AID 743255; further: on the % scale 0 is the no-effect control and ±100 the full control effect; nearly all actives have a fitted effect of over 60% in size; inactives centre near -12
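High-throughput fluorogenic screen: 1nM USP1/UAF1 complex, Ub-Rho substrate 150nM final, 50mM HEPES pH 7.8 with 0.5mM EDTA, 0.1 mg/ml BSA, 1mM TCEP and 0.01% Tween-20.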
TrxR1 inh – inhibitors of rat thioredoxin reductase 1; O89049; recombinant rTrxR1, NADPH fluorescence consumption, selenite substrate; Potency, µM (highest dose often 114 µM), for the others: at the highest dose activity change, negative = inhibition, hits mostly inhibitors; hit rate 1% among 390,000; further: on the % scale 0 is the no-effect control and ±100 the full control effect; nearly all actives have a fitted effect of over 65% in size
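Rat TrxR1 (90 nM in the dispensed reagent) was pre-reduced with 400 uM NADPH for 5 min at room temperature, then incubated with compound for 15 min. After 400 uM selenite was added, NADPH fluorescence (Ex 340/Em 450 nm) was followed for 8 min.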
12-LOX inh – ALOX12 (human) lipoxygenase inhibition. P18054. purified 12hLO, xylenol orange hydroperoxide absorbance. Potency, µM (top dose mostly 108 µM), without a hit: at the top dose activity change, negative = inhibition, hits mostly inhibitors. hit rate 1.1% among 580,000. AID 1671190; further: on the % scale 0 is the no-effect control and ±100 the full control effect
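Purified human 12hLO at 150 nM in 25 mM Hepes, 0.01% Triton X-100, pH 7.0, preincubated 15 min at room temperature with compound. Reaction started with 40 uM arachidonic acid, 30 min at room temperature. Hydroperoxide measured by Fe-xylenol orange, 573/405 nm absorbance ratio.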
Vif-APOBEC3F blk – inhibitors of Vif-A3F interaction; Potency, µM (series often up to 46.1 µM), for inactives: at the top dose activity, negative = active; hit rate 0.2% among 390,000; HeLa A3F-eYFP + Vif (tagged APOBEC3F with the HIV-1 protein that degrades it), YFP fluorescence increase; AID 602313; further: % of control where 0% means no effect; nearly all actives have a fitted effect of over 65% in size
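HeLa cells stably expressing Vif plus C-terminally eYFP-tagged A3F were seeded, incubated overnight at 37 deg C, dosed with compound, incubated overnight again at 37 deg C. Yellow fluorescence (Ex 488/Em 500-530) reported blocked Vif-mediated A3F-eYFP degradation.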
TrxR1 substrate – rat thioredoxin reductase 1 substrate activity; O89049; purified TrxR1 substrate turnover, NADPH consumption readout; Potency, µM (top dose mostly 114 µM), for inactives: at the highest dose activity change, negative = substrate turnover; hit rate 0.01% among 390,000; further: on the % scale 0 is the no-effect control and ±100 the full control effect; nearly all actives have a fitted effect of over 50% in size
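Rat TrxR1, dispensed at 90 nM, was prereduced with 400 uM NADPH (final) for 5 min at ~22 deg C, then incubated with compound 15 min before 400 uM selenite. A first-read NADPH fluorescence drop versus no-compound background flagged substrates.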
RXFP1 ag – activates the human relaxin receptor RXFP1 | hit rate 0.3% among 370,000 | HEK293T-RXFP1 cAMP TR-FRET, 30 min; response scale: percent of porcine relaxin response, buffer zero | Potency, µM (top dose mostly 57.5 µM), without a hit: top-dose activation, hits mostly activators | Q9HBX9 | AID 2676; further: on the % scale 0 is the no-effect control and ±100 the full control effect; nearly all actives have a fitted effect of over 60% in size; many of its hits are not listed in these tables
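HEK293T cells stably expressing RXFP1 were pretreated with the PDE4 inhibitor Ro 20174, exposed to compounds for 30 min at 37C, lysed, and cAMP was read by TR-FRET. Data normalized to buffer (basal) and 29 nM porcine relaxin (100%).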
RGS4 inhibitor – inhibitors of human regulator of G protein signaling 4. P49798. Potency, µM (highest dose often 114 µM), without a hit: at the highest dose activity change, negative = inhibition, most hits filed as inhibitors. Transcreener GDP fluorescence polarization, RGS4-accelerated GTP hydrolysis. hit rate 0.039% among 390,000; further: on the % scale 0 is the no-effect control and ±100 the full control effect; nearly all actives have a fitted effect of over 75% in size; some results filed as inactive show a strong effect at the top dose
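MLSMR compounds (23 nl, pin-transferred) preincubated 10 min at room temperature with a 500nM (2x) first reagent, then RGS4 at 900nM (2x) plus Transcreener GDP mix added; fluorescence polarization (620/688 nm) read before and after 90 min at 30 °C.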
Vif-A3G inh – inhibitors of Vif-APOBEC3G interaction; Potency, µM (top dose mostly 46.1 µM), for the others: at the top dose activity, negative = active, usual class: inhibitors; hit rate 0.076% among 410,000; HeLa A3G-eYFP + Vif (tagged APOBEC3G with the HIV-1 protein that degrades it), YFP fluorescence, overnight; Q9HC16;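 further: on the % scale 0 is the no-effect control and ±100 the full control effect; nearly all actives have a fitted effect of over 60% in size; hits raise eYFP signal because A3G escapes Vif-driven loss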
Target sequence (Q9HC16 whole entry, looked up): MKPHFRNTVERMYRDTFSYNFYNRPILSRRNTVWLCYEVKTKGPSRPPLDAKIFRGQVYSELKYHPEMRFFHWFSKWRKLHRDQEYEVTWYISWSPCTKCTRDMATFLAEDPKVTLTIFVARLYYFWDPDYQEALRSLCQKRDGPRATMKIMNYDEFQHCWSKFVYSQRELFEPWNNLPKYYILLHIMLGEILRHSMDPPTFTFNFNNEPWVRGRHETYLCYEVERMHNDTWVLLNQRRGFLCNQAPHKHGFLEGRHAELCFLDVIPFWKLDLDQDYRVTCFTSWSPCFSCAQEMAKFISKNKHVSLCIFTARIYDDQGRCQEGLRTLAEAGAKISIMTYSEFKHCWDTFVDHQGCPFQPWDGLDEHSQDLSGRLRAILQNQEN
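HeLa cells stably expressing Vif and C-terminally eYFP-tagged A3G, seeded overnight at 37 deg C, then exposed to compound by pintool overnight at 37 deg C. Rise in yellow fluorescence (Ex 488/Em 500-530, Acumen) marks blocked Vif-driven A3G degradation.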
IDH1 R132H inh – inhibitors of human mutant IDH1 R132H; O75874; IDH1-R132H enzyme, NADPH consumption, diaphorase/resazurin fluorescence; Potency, µM (top dose mostly 76.6 µM), inactives show at the top dose activity change, negative = inhibition, actives largely listed as inhibitors; hit rate 0.093% among 390,000; AID 602179; further: on the % scale 0 is the no-effect control and ±100 the full control effect; nearly all actives have a fitted effect of over 65% in size
Target sequence (O75874 whole entry R132H, stated change not applied): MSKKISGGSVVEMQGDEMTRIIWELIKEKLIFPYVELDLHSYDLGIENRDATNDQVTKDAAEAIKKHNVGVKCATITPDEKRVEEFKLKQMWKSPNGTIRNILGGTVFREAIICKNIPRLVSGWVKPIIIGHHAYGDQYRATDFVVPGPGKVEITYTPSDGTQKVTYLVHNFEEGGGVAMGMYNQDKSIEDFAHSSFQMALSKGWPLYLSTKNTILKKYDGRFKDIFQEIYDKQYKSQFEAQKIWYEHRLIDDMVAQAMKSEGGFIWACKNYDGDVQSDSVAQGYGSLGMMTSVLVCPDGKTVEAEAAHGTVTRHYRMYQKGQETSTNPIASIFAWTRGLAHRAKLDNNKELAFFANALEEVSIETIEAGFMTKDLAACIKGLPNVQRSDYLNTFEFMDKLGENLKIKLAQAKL
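IDH1-R132H (0.5 ug/mL) preincubated 30 min with compound, then NADPH (0.016 mM) and alpha-KG (2 mM) added; 80 min at RT, pH 7.5. Remaining NADPH coupled via diaphorase/resazurin to fluorescence (540/590 nm); concentration-response curves normalized to no-enzyme control.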
* marks the source's active call; other numbers are inactive results; ? = inconclusive; . = no result given; [ ] = another dose, or the depositor's remark. The call rests on the fitted dose curve; in most records, active means well fitted curve in the direction sought with a large enough effect; inconclusive means small, poorly fitted or top-dose-only effect, or another doubt; inactive means no such curve, though single readings can be large; an effect the other way counts as inactive or inconclusive. Potency means the concentration at half of the fitted maximal effect. An excerpt; rates above refer to the full screens.

#1 CC1CCN(CC(=O)Nc2ccccc2C(=O)c2ccccc2)CC1
#2 O=c1c(Cl)c(N2CCN(c3ccc(F)cc3)CC2)cnn1-c1nc2ccccc2s1
#3 CCOc1ccc(-n2ccc(=O)c(C(=O)Nc3ccc(S(=O)(=O)Nc4ncccn4)cc3)n2)cc1
#4 CCn1c(SCC(=O)N/N=C/C(C)=C/c2ccco2)nnc1-c1ccccc1
#5 O=[N+]([O-])c1ccc2nc(SCc3cn4cc(Cl)ccc4n3)[nH]c2c1
#6 CC(=O)N(C)N1c2ccccc2CCc2ccccc21
#7 CC[C@H]1C/C=C\Cc2ccccc2[C@H](C(=O)C[C@@H](O)CC(C)=O)OC1=O
#8 CCN1C(=O)/C(=C\C=C\c2ccccc2[N+](=O)[O-])SC1=S
assay / compound | 1 | 2 | 3 | 4 | 5 | 6 | 7 | 8
USP1 inh | -11.7% | -1.2% | -25.1% | -16.6% | 0.4% | -19.5% | -17.0% | -19.8%
TrxR1 inh | -23.1%[57.1 µM] | 15.0% | -16.0% | ? | 2.8%[57.1 µM] | 14.4% | 13.2% | -21.4%
12-LOX inh | -9.4% | -12.6% | 0.8% | -8.1% | -11.3% | 0.0% | -25.1% | ?
Vif-APOBEC3F blk | 1.2% | 9.4% | 9.9% | -7.4% | 9.5% | 0.9% | -0.8% | ?
TrxR1 substrate | -4.9%[57.1 µM] | 3.5% | -11.3% | -6.7% | 1.3%[57.1 µM] | 5.1% | 4.5% | -2.3%
RXFP1 ag | 2.4% | -1.4% | 16.2% | 0.1% | -0.3% | -2.7% | . | -1.4%
RGS4 inhibitor | -6.2% | 10.5% | 10.4% | -17.2% | -22.7% | 1.7% | 4.0% | 8.2%
Vif-A3G inh | -1.5% | 0.9% | 0.9% | -9.7% | -18.8% | 7.0% | -2.7% | -0.5%
IDH1 R132H inh | 7.9% | 6.9% | -8.4% | -1.7% | 3.5% | 8.1% | -5.6% | 6.0%

3 compounds out of the list above, sorted by the value under TrxR1 substrate, high to low:
item	molecule	USP1 inh	TrxR1 inh	12-LOX inh	TrxR1 substrate	RGS4 inhibitor
6	CC(=O)N(C)N1c2ccccc2CCc2ccccc21	-19.5%	14.4%	0.0%	5.1%	1.7%
7	CC[C@H]1C/C=C\Cc2ccccc2[C@H](C(=O)C[C@@H](O)CC(C)=O)OC1=O	-17.0%	13.2%	-25.1%	4.5%	4.0%
2	O=c1c(Cl)c(N2CCN(c3ccc(F)cc3)CC2)cnn1-c1nc2ccccc2s1	-1.2%	15.0%	-12.6%	3.5%	10.5%

The list continues.
#9 Cc1ccn2cc(C(=O)NC3CCN(Cc4ccccc4)CC3)nc2c1
#10 COc1cccc(OC)c1C(=O)Nc1ccc(-c2nc3ncccc3o2)cc1
#11 OC[C@H]1O[C@@H]2O[C@H]3[C@H](O)[C@@H](O)[C@@H](O[C@H]4[C@H](O)[C@@H](O)[C@@H](O[C@H]5[C@H](O)[C@@H](O)[C@@H](O[C@H]6[C@H](O)[C@@H](O)[C@@H](O[C@H]7[C@H](O)[C@@H](O)[C@@H](O[C@H]1[C@H](O)[C@H]2O)O[C@@H]7CO)O[C@@H]6CO)O[C@@H]5CO)O[C@@H]4CO)O[C@@H]3CO
#12 COc1ccc(CCNc2c(C)c(C)nc3ncnn23)cc1
#13 Cn1cncc1C(=O)c1ccccc1
#14 CC1=C(C(=O)Nc2ccccc2C(=O)NC2CCC(C)CC2)SCCO1 (stereo not given)
#15 COC(=O)c1cc(Cl)nc2ccccc12
#16 O=C(NC1CCCCC1)N1CCC(c2nc(-c3ccc(S(=O)(=O)N4CCCC4)cc3)no2)CC1
#17 COc1ccc(C(=O)NNS(=O)(=O)c2ccc(C)cc2)cc1
#18 CC1CCCN(C(=O)COC(=O)C2CCN(S(=O)(=O)c3ccc(Cl)c(C(F)(F)F)c3)CC2)C1 (stereo not given)
#19 Cc1cccc(N2CCN(C(=O)Cn3ncc4c3-c3cc(C)ccc3OC4)CC2C)c1 (stereo not given)
assay / compound | 9 | 10 | 11 | 12 | 13 | 14 | 15 | 16 | 17 | 18 | 19
USP1 inh | -6.2% | -4.8% | -12.3% | -6.5% | ? | -5.6% | 4.3% | -2.5% | -20.4% | -6.5% | -9.3%
TrxR1 inh | 24.8% | 25.5% | 32.0% | -0.5%[57.1 µM] | 21.9% | 21.9% | -12.2%[57.1 µM] | -11.3% | -0.5% | 3.7% | 6.2%
12-LOX inh | ? | 2.2% | 7.0% | 19.9% | -7.9% | 5.8% | -6.2% | -7.0% | 2.4% | 4.4% | 0.0%
Vif-APOBEC3F blk | -0.6% | -10.7% | 6.2% | -6.7% | 0.6% | -9.2% | -5.3% | 1.0% | 0.9% | 4.1% | 1.5%
TrxR1 substrate | 13.4% | 51.6%[activator] | 4.4% | 4.1%[57.1 µM] | 11.8%[57.1 µM] | 2.1% | 1.0%[57.1 µM] | -14.3% | -7.2% | -10.4% | -0.6%
RXFP1 ag | 2.6% | 18.6% | 1.7% | 1.6% | 1.0% | -0.3% | 1.3% | 1.9% | -0.5% | -0.1% | -0.1%
RGS4 inhibitor | -22.5% | -0.6% | -4.9% | 18.7% | -44.0% | 9.0% | 11.9% | -0.1% | -3.5% | -9.7% | 19.4%
Vif-A3G inh | -5.8% | -1.6% | -4.6% | -27.7% | 0.0% | 3.4% | 2.8% | -13.2% | -1.6% | -3.1% | 0.8%
IDH1 R132H inh | -0.3% | -13.2% | 11.1% | -1.5% | -11.2% | 10.5% | -1.3% | -3.1% | 1.1% | -2.8% | -25.0%

3 structures out of the list, ordered by heavy-atom count, rising.
#17 COc1ccc(C(=O)NNS(=O)(=O)c2ccc(C)cc2)cc1
#18 CC1CCCN(C(=O)COC(=O)C2CCN(S(=O)(=O)c3ccc(Cl)c(C(F)(F)F)c3)CC2)C1 (stereo not given)
#16 O=C(NC1CCCCC1)N1CCC(c2nc(-c3ccc(S(=O)(=O)N4CCCC4)cc3)no2)CC1
assay / compound | 17 | 18 | 16
USP1 inh | -20.4% | -6.5% | -2.5%
TrxR1 inh | -0.5% | 3.7% | -11.3%
12-LOX inh | 2.4% | 4.4% | -7.0%
Vif-APOBEC3F blk | 0.9% | 4.1% | 1.0%
TrxR1 substrate | -7.2% | -10.4% | -14.3%
RXFP1 ag | -0.5% | -0.1% | 1.9%
RGS4 inhibitor | -3.5% | -9.7% | -0.1%
Vif-A3G inh | -1.6% | -3.1% | -13.2%
IDH1 R132H inh | 1.1% | -2.8% | -3.1%
